# DAX1 inh-1 – NR0B1 (DAX1) inhibition; AID 504766; HEK293 Gal4-DAX1 luciferase reporter, luminescence; inhibition, % at 6.75 µM; P51843; actives 0.99% (n = 340,000);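 active = inhibition above the mean over all tested compounds plus 3 SD, cut at about 4.2% in these data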;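 note: 0% = DAX1-transfected cells with DMSO and 100% = empty-vector control cells with DMSO; inhibition shows as a rise in luminescence from relieved DAX1 repression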
# Target sequence (P51843 207-470 limits assumed): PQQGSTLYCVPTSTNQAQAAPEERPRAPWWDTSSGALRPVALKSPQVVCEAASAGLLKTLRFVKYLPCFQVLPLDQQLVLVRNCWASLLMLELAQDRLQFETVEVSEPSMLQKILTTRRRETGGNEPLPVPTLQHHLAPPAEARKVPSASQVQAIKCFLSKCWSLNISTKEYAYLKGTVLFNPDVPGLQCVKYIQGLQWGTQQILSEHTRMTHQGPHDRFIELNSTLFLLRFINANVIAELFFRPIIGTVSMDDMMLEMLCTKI
# ADAM10 inh – ADAM10 inhibition, QFRET primary screen | O14672 | recombinant ADAM10, EDANS/DABCYL FRET peptide cleavage, 3 h | inhibition, % at 7 µM | actives 0.62% (n = 370,000) | AID 720582;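 active = inhibition above a per-campaign cutoff equal to the mean of compounds falling between control-based bounds plus 3 SD, cut at about 20% in these data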;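 note: 0% = DMSO wells while the 100% control is not disclosed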
# Target sequence (O14672 214-748 limits assumed): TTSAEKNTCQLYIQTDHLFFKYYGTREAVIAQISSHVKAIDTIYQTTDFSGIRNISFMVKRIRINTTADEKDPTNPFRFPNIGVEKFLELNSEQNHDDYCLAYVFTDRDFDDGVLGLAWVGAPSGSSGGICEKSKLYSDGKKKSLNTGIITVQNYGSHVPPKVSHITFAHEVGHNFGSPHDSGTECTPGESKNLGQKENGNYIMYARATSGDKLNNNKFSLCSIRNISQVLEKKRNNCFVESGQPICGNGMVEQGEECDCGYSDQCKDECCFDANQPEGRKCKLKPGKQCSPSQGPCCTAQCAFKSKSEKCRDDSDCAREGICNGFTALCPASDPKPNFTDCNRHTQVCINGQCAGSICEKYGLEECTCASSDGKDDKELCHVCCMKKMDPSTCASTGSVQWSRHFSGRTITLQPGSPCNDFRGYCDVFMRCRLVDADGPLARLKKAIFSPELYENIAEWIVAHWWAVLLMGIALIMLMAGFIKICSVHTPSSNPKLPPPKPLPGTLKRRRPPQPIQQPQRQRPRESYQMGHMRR
# PG9 Ab binder – binds the HIV-1 gp120 antibody PG9; TR-FRET gp120-PG9 antibody binding; inhibition, % at 6.7 µM; actives 0.43% (n = 360,000); AID 624416; in the data active = inhibition above about 8.5%
# GAA850 FXN act – increases GAA850 frataxin promoter reporter activity | HEK293 lucGAA850 FXN promoter luciferase reporter, 24 h; percent of 10 µM SAHA response | activation, % at 6 µM | actives 0.56% (n = 360,000) | AID 540364;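 active = activation above the average of all compounds screened plus 3 SD, cutoff fixed separately per campaign, cut at about 7.5% in these data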;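 note: 0% = DMSO wells and 100% = 10 µM SAHA wells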
# ssDAF-12 act – S. stercoralis DAF-12 activation, primary screen; HEK293 ssDAF-12/GRIP1 lit1-tk-luc reporter, luminescence; % of 3 µM dafachronic acid response; activation, % at 6.8 µM; actives 1% (n = 370,000);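 active = activation above the mean over all tested compounds plus 3 SD, cut at about 0.9% in these data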;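 note: 0% = DMSO-only wells and 100% = 3 µM delta7-dafachronic acid wells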
# ADAM17 inh – ADAM17 inhibition, QFRET primary screen; P78536; recombinant ADAM17, EDANS/DABCYL FRET peptide cleavage; actives 0.83% (n = 370,000); inhibition, % at 6.95 µM; AID 720648;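 active = inhibition above the mean of compounds lying between control limits plus 3 SD, set per campaign, cut at about 8.5% in these data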;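 note: 0% = DMSO-only wells as the low control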
# DAX1 inh-2 – inhibitors of DAX1 repression of SF-1 activated StAR promoter; inhibition, % at 6.8 µM; HEK293T StAR-luciferase reporter, SF-1/DAX-1 repression relief; actives 1.1% (n = 370,000); AID 652010;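 active = inhibition above the mean over all tested compounds plus 3 SD, cut at about 3.6% in these data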;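 note: 0% = DAX-1 cells with DMSO and 100% = cells lacking DAX-1 with DMSO; higher inhibition means more luminescence from relief of DAX-1 repression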
# NPR1 activator – GC-A (human) enzyme activation; P16066; HEK293 GC-A cells, cGMP TR-FRET, EC30 ANP; 0% at EC30 ANP, 100% saturating ANP; activation, % at 10 µM; actives 0.14% (n = 370,000); AID 1671463; in the data active = activation above about 40%
# hgDAF12 agonist – activates the H. glycines DAF-12 receptor ligand-binding domain | activation, % at 6.8 µM | actives 1.8% (n = 370,000) | AID 687014 | HEK293 GAL4-hgDAF12 UAS-luciferase reporter, agonist luminescence; normalized to butyrate control;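 active = activation above a cutoff set at the mean of all screened compounds plus 3 SD, cut at about 10% in these data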;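 note: 0% = DMSO wells and 100% = sodium butyrate wells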
# SMARCA2 activ – SMARCA2 function activation, primary screen | MG213 cells, MMTV-luciferase reporter, dexamethasone, overnight | AID 652017 | actives 1% (n = 370,000) | activation, % at 9.1 µM; in the data active = activation above about 7.8%;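 note: 0% = vehicle wells and 100% = reference activator wells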
# hcDAF12 agonist – activates DAF-12 receptor from parasite H. contortus; actives 1.4% (n = 370,000); AID 652067; HEK293 hcDAF-12 lit1-tk-luc reporter, luminescence; 0% DMSO, 100% Δ7-dafachronic acid; activation, % at 6.8 µM;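 active = activation above the mean of all tested compounds plus 3 SD, cut at about 5.5% in these data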;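 note: 100% = response to 3 µM Δ7-dafachronic acid high control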
# Numbers without * were called inactive; . = no result given.
SMILES,DAX1 inh-1,ADAM10 inh,PG9 Ab binder,GAA850 FXN act,ssDAF-12 act,ADAM17 inh,DAX1 inh-2,NPR1 activator,hgDAF12 agonist,SMARCA2 activ,hcDAF12 agonist
O=C(/C=C/c1ccc(Cl)cc1)N1CCN(c2c(Cl)cccc2[N+](=O)[O-])CC1,0.0,23*,-4.2,0.6,-2.0,12*,-0.5,-37,-4.1,-7,-3.9
CCCC(C)C(=O)Nc1cc([N+](=O)[O-])ccc1Cl (stereo not drawn),1.1,-4,-1.6,3.9,0.0,0,-0.7,3,-0.1,-4,-1.6
C[C@H](CO)N1C[C@H](C)[C@@H](CN(C)Cc2ccc(-c3ccccc3)cc2)OCc2cnnn2CCCC1=O,-1.2,-6,2.6,-0.4,-1.0,-2,1.1,0,1.3,1,0.3
CC1Cc2ccccc2N1C(=S)NC1CCCC1 (stereo not drawn),-0.7,2,-1.0,0.0,-0.2,-3,0.2,2,-0.6,0,1.5
CCOC(=O)c1c(N=CN(C)C)c(C#N)n2c1CCC2,0.3,-2,2.0,0.8,-1.1,0,0.3,1,-0.9,1,-0.4
O=C(NC1CCCCN(Cc2ccc(Cl)cc2)C1=O)c1ccc(F)cc1 (stereo not drawn),.,0,.,.,-1.5,-1,-1.4,0,-0.4,-4,-2.0
CCNc1c(NS(=O)(=O)c2ccc(C3CCCCC3)cc2)c(=O)oc2ccccc12,-1.0,3,-2.0,0.4,-0.6,1,0.8,0,-0.8,-1,3.7
CCC1CCCCN1C(=O)CSc1nc2ncccc2[nH]1 (stereo not drawn),0.9,-8,0.7,0.9,-1.1,2,0.2,6,0.2,-5,-0.6
CSc1nncc(/C(C)=N\Nc2cccc(C)c2)n1,0.4,4,0.8,0.6,-1.4,0,0.0,3,0.2,2,-2.4
CCP(=O)(CC)c1cccc(N)c1,0.9,3,-1.2,-0.1,-0.8,-1,0.4,2,1.6,1,-0.7
COc1ccc(-c2nc(N3CCCCCC3)sc2C(=O)c2ccccc2)cc1,0.5,10,-0.6,1.5,-1.7,3,-1.0,-4,-4.2,-1,-2.0
COc1ccc(NC(=O)CC2C(=O)NCCN2C(=O)c2ccccc2)cc1 (stereo not drawn),2.4,6,0.8,-0.5,-1.9,0,-0.1,11,-1.0,-6,-0.4
Nc1cnn(Cc2ccc(F)cc2)c1,1.0,-7,-0.1,0.1,-0.7,-5,-0.5,1,-1.0,-1,-1.0
O=C(CSc1ccccc1C(=O)O)Nc1ccc2c(c1)OCO2,0.1,-7,-0.6,0.5,-0.5,0,1.9,-2,2.5,3,-0.6
CCc1ccc(OCC(=O)Nc2ncn[nH]2)cc1,1.6,-25,-1.3,0.7,-0.1,2,1.3,2,7.0,8.1*,0.3
Cc1ccc(CNC(=O)c2ccc(CS(=O)Cc3ccccc3Cl)o2)cc1 (stereo not drawn),0.9,-1,-0.3,0.0,-1.2,-3,-1.8,-2,-1.4,-3,-0.9
O=C(c1cccs1)N1C[C@@H](n2cc(-c3ccc(F)cc3)nn2)[C@H](O)C[C@@H]1c1ccccc1,0.2,2,1.4,-0.7,-1.2,0,0.6,2,1.1,0,-0.5
O=C(COc1ccc(F)cc1Cl)Nc1ccc(N2CCOCC2)cc1N1CCOCC1,-1.4,10,-1.6,0.7,-1.0,0,-0.4,12,2.3,4,0.1
COc1ccc(OC)c(S(=O)(=O)NCC2CCCO2)c1 (stereo not drawn),0.8,3,1.0,4.1,-0.7,0,0.4,-6,-0.1,1,-1.7
Cn1cnnc1SCC(=O)NC1CCCN(Cc2ccc(Cl)cc2)C1 (stereo not drawn),-0.7,-5,-4.7,2.3,-1.3,0,-0.8,1,1.3,-1,1.1
CCOC(=O)[C@]12CCC=C1N(Cc1ccco1)C(=O)[C@H](CC(=O)NCCC(C)C)C2,.,2,0.3,.,-0.9,-1,0.0,4,0.5,5,-0.5
CCCc1cc(=O)[nH]c(SCC(=O)Nc2ccc([N+](=O)[O-])cc2C#N)n1,2.1,-11,2.0,1.1,-0.3,-4,-1.3,2,3.9,-2,1.0
Cc1nn2c(N)c(C#N)cnc2c1-c1ccc(Cl)cc1,0.7,-9,0.1,4.7,-0.7,-1,0.8,22,-0.4,0,1.8
CCN(CC)S(=O)(=O)c1cccc(-c2nnc(SCC(=O)c3ccc(Cl)s3)n2C)c1,0.2,9,-0.6,-0.7,-0.9,-1,-0.7,2,-2.4,0,0.3

# Among those listed so far, these contain a thiophene ring, fused or not:
SMILES,DAX1 inh-1,ADAM10 inh,PG9 Ab binder,GAA850 FXN act,ssDAF-12 act,ADAM17 inh,DAX1 inh-2,NPR1 activator,hgDAF12 agonist,SMARCA2 activ,hcDAF12 agonist
O=C(c1cccs1)N1C[C@@H](n2cc(-c3ccc(F)cc3)nn2)[C@H](O)C[C@@H]1c1ccccc1,0.2,2,1.4,-0.7,-1.2,0,0.6,2,1.1,0,-0.5
CCN(CC)S(=O)(=O)c1cccc(-c2nnc(SCC(=O)c3ccc(Cl)s3)n2C)c1,0.2,9,-0.6,-0.7,-0.9,-1,-0.7,2,-2.4,0,0.3

# (listing goes on)
SMILES,DAX1 inh-1,ADAM10 inh,PG9 Ab binder,GAA850 FXN act,ssDAF-12 act,ADAM17 inh,DAX1 inh-2,NPR1 activator,hgDAF12 agonist,SMARCA2 activ,hcDAF12 agonist
C[C@H](CO)N1C[C@H](C)[C@@H](CN(C)C(=O)NC2CCCCC2)Oc2ccc(NS(=O)(=O)c3ccccc3)cc2C1=O,-0.2,0,-2.3,0.4,-1.3,3,0.0,0,-0.4,2,0.3
O=C(Nc1cc(Cl)ccc1N1CCOCC1)c1ccc2c(c1)OCO2,0.8,-6,-1.6,-0.3,-0.9,2,-1.1,-3,2.5,-1,-0.5
COC(=O)C1C(O)=C(C=NCc2ccccc2)C(=O)CC1(C)C (stereo not drawn),2.0,6,-1.6,-0.3,-1.4,-2,0.2,-2,-0.8,1,-0.4
O=C(Nc1nc2ccccc2s1)C1CC(=O)N(c2ccc(F)cc2)C1 (stereo not drawn),0.7,10,-1.2,-1.1,-1.1,1,-0.3,2,1.3,2,1.3
O=C(NC1C2CC3CC(C2)CC1C3)c1ccc2c(c1)OCO2 (stereo not drawn),-1.0,-4,-1.6,1.6,-1.1,0,1.0,-4,2.2,0,-2.5
O=C(CSc1nnc(-c2ccccn2)n1Cc1ccco1)c1ccc(Cl)cc1,-0.6,13,-0.8,-0.7,-1.5,4,-0.5,-5,0.6,2,-3.0
C=CCSc1nc2[nH]ncc2c(=O)[nH]1,-0.4,4,0.3,0.8,-1.9,0,-0.2,-1,-1.7,-2,-1.1
O=C(COc1ccc(Cl)cc1Cl)N1CCN(C(=O)c2ccco2)CC1,0.9,-3,-0.7,-0.8,-0.7,-2,0.1,13,-2.6,0,-1.5
CCOC(=O)c1ccc(NC(=O)CSCc2ccco2)cc1,-0.8,-1,1.1,0.0,-0.7,-1,-1.1,-2,0.3,-3,-0.1
N#Cc1c(-c2ccccc2)c(-c2ccccc2)nn(CC(=O)NNC(=O)Nc2ccc(Cl)c(Cl)c2)c1=O,-0.9,9,-2.8,-3.2,-1.6,15*,0.2,-8,-0.4,0,-2.7
O=C(NCc1cn(-c2ccccc2)nc1-c1ccccc1)c1cc([N+](=O)[O-])cc([N+](=O)[O-])c1,2.3,9,-3.2,1.6,-0.4,-2,0.0,-3,-2.3,2,-1.0
O=C(O)CCC(=O)N1CCN(c2ccc(C(=O)c3ccc(F)cc3)cc2)CC1,-0.6,-3,-1.4,0.3,-0.7,-3,-0.7,0,2.9,1,-0.7
CC1CCN(CCCNC(=O)c2cc3c(=O)n(C)c4ccccc4c3n2C)CC1,6.0*,-40,-1.3,1.4,-1.0,-9,4.7*,0,2.3,0,2.6
Cc1nnc(Nc2ccc(C(=O)O)cc2)[nH]c1=O,-0.1,-3,-1.8,3.9,-0.9,1,-0.3,7,-0.2,0,0.6
CC(C)(C)NCC(O)c1cc(O)cc(O)c1 (stereo not drawn),-0.7,-33,-0.4,5.7,-1.4,-13,0.4,1,-0.7,0,-3.9
CC(=O)Nc1cnc(-c2ccccc2C(F)(F)F)cn1,.,-15,0.4,1.9,-0.7,-5,0.9,3,-0.1,-1,0.1
Cc1ccc(S(=O)(=O)N2CCC(NC(=O)c3cccc(F)c3)CC2)cc1,3.2,6,-1.6,2.1,-1.0,0,0.0,2,1.3,0,0.2
O=C(NCCN1CCN(S(=O)(=O)c2ccccc2)CC1)C(=O)Nc1ccc(F)cc1,0.4,1,0.2,0.1,-0.8,1,-0.2,1,1.2,-1,-1.6
CN(C)/C=N/S(=O)(=O)c1ccc(Cl)cc1,4.4*,1,-1.4,-0.2,-1.0,1,-0.4,4,-1.6,0,-1.0
N#Cc1cccnc1N1CCN(C(=O)c2[nH]c(C(F)(F)F)nc2-c2ccccc2)CC1,.,-69,1.1,.,-0.8,-12,-0.3,1,-1.3,6,-0.3
O=C(c1ccccc1)N1CCC2(CC1)NCCc1[nH]cnc12,0.8,-8,-1.1,-1.4,-0.9,-3,-0.8,1,-0.3,-2,-1.1
COc1ccc(N2CCN(C(=O)CCc3ccccc3OC)CC2)cc1,-1.4,-6,-1.9,0.5,-2.1,0,0.1,1,-4.7,-2,-1.6
O=C(N/N=C/c1ccc(OC(=O)c2cccs2)cc1)c1ccc(F)cc1,0.4,6,0.2,0.5,-1.0,3,0.2,-13,0.9,-3,0.2
CC(=O)N1CCOc2ccc(S(=O)(=O)NCCc3ccccc3)cc21,-0.3,8,0.6,2.6,-1.1,-2,-2.0,6,-0.2,0,-1.4
O=C(CSc1nnc(Cc2ccccc2)o1)N1CCc2ccccc21,2.1,6,-1.2,-0.7,-1.2,3,0.1,3,3.9,3,-0.5
CC(=O)Nc1cccc(NC(=O)CSc2ncc(C(=O)Nc3ccccc3)c(=O)n2C)c1,-1.6,-17,0.8,9.7*,0.6,-7,1.3,20,4.4,12*,2.5
O=C(CCCc1ccccc1)Nc1cccc2c1CCCC2,0.6,-1,0.9,1.3,-0.9,-4,-0.3,-2,0.7,0,-1.1
O=C(CNC(=O)c1ccc(Cl)cc1Cl)OC1CCCCC1=O (stereo not drawn),0.2,-5,0.3,1.0,-0.4,-2,-1.6,-1,0.2,-3,-1.0
Cc1ccc2nc(CSc3nc(C)ccc3C#N)[nH]c2c1,-0.1,-369,-3.8,0.9,1.4*,-98,6.0*,17,18*,-4,19*
O=S(=O)(N[C@@H]1CC[C@H](CCNS(=O)(=O)c2ccccc2Cl)O[C@@H]1CO)c1ccccc1,.,-15,0.9,.,-0.8,-5,-2.2,0,0.8,-1,-1.0
CCN(CC)c1ccc(NC(=O)c2c(OC)cccc2OC)c(C)c1,-0.4,1,-8.2,-2.8,-1.4,-1,-0.6,1,-2.9,-2,-1.9
CC1(C)Cc2cccc(C(=O)NCc3ccco3)c2O1,.,-10,0.3,4.4,-1.1,-3,-0.5,-1,-3.6,-1,-2.5
Nc1ccc(S(=O)(=O)NCC2CCCCO2)cc1 (stereo not drawn),1.2,-1,0.9,1.9,-0.9,-7,1.4,4,-3.9,-4,0.0
COc1cccc(C2CC(c3c(F)cccc3Cl)n3nc(N)nc3N2)c1 (stereo not drawn),0.9,-7,0.1,2.2,-1.3,-3,0.4,0,0.2,2,0.4
CCn1cc(S(=O)(=O)c2ccc(C)cc2)c(=O)c2cc(OC)ccc21,0.2,-32,-0.8,1.2,-1.0,-17,-0.3,1,1.4,-3,-0.3

# Assay outcomes: PubChem, several laboratories
